Assay outcomes: PubChem BioAssay, National Center for Advancing Translational Sciences (NCATS)
KCNH2 WT inh = inhibitors of human wildtype KCNH2 potassium channel; Q12809; U2OS, BacMam KCNH2, thallium flux FluxOr; hits give low values; activity change, % at 1.84 µM; actives 0.37% (n = 340,000); AID 720551;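 active = maximum activity change below -70%; inconclusive = maximum activity change between -70% and -50%; inactive = maximum activity change above -50%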; note: % is set by controls: 0 for no effect and ±100 for the full control effect
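U2OS cells were transduced with wild-type KCNH2 virus (2.03 x 10^8 / mL) for 4 h at room temperature, then cultured overnight at 37 C. Thallium flux was read with FluxOr dye. Rate constants were normalized to DMSO controls.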
Menin-MLL TR inh = inhibitors of human menin-MLL interaction, mutant MLL peptide | Menin + Texas Red MLL mutant peptide, fluorescence polarization | Potency, µM (series often up to 61.6 µM), inactives show at the top dose FP activity change, negative = inhibition, actives largely listed as inhibitors | AID 1768 | actives 0.23% (n = 270,000) | O00255; active = well fitted inhibition curve with a large enough effect in the polarisation, with a control signal flat, not every such curve was filed as active; inconclusive = small, poorly fitted or top-dose-only effect, or effect the other way, or a change in a side signal; inactive = no such curve, though single readings can be large or run the other way; the % refers to the polarisation; note: potency is the fitted concentration of half-maximal effect; % of control where 0% means no effect; many of its hits are not listed in these tables
Target sequence (O00255 whole entry, looked up): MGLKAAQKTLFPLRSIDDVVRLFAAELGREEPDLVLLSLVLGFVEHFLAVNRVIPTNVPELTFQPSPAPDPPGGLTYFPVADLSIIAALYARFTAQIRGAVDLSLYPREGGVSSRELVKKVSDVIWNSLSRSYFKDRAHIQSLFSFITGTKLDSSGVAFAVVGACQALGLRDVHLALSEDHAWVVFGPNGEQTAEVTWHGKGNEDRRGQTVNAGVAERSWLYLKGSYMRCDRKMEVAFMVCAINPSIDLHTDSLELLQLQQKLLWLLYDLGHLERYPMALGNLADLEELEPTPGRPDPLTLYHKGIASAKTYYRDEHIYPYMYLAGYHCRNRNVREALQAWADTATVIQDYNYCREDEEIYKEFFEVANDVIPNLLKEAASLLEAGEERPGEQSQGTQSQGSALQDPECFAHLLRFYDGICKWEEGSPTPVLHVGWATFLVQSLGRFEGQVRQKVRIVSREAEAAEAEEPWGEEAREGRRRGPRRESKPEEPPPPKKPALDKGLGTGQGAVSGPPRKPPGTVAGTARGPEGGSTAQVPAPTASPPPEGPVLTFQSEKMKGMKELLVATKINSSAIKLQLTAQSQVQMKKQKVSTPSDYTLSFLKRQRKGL
Chronic BCR inh = chronic active BCR signaling inhibition. Potency, µM (top dose mostly 46.1 µM), without a hit: top-dose ratio change, negative = lower green/red ratio, usual class: inhibitors. AID 493014. ABC-DLBCL IkBa-CBG/CBR reporter, luminescence ratio, 4 h. actives 0.05% (n = 340,000); active = well fitted inhibition curve with a large enough effect in the signal ratio, with a control signal flat, not every such curve was filed as active; inconclusive = small, poorly fitted or top-dose-only effect, or effect the other way, or a change in a side signal; the % refers to the signal ratio;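 note: potency is the fitted concentration of half-maximal effect; plate controls were basal doxycycline-induced cells for no effect and cells given 10 µM MG132 for full effect; MG132 reads +100%, hits lower the ratio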
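Cell line TMD8 (human ABC DLBCL), stably expressing tet-inducible CBG68-IkBa fusion and CBR; IMDM/0.5% FBS; cpd up to 46 uM; dox induction, 4 h, 37C/5% CO2; dual luminescence; green/red ratio; MG132 control.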
TSHR antagonist = antagonists of human thyroid stimulating hormone receptor | TSHR-expressing cells, TSH-stimulated cAMP HTRF, 2 h; hits give low values | actives 0.2% (n = 330,000) | activity change, negative = inhibition, % at 11.5 µM | AID 504810 | P16473;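 active = activity change below a set negative limit, meaning inhibition stronger than a set level, cut at about -70% in these data; inconclusive = activity change between two set negative limits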; note: % is set by controls: 0 for no effect and ±100 for the full control effect
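TSHR-expressing cells were treated with compounds, then stimulated with TSH at EC80 (4nM final) for 2 hours at 37 deg C. Cellular cAMP was measured by HTRF competition between lysate cAMP and cAMP-d2 for a cryptate-labelled anti-cAMP antibody.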
Eya2 phos inh = blocks the phosphatase activity of human Eya2 | O00167 | Potency, µM (series often up to 76.9 µM), for the others: at the top dose activity, negative = inhibition, most hits filed as inhibitors | AID 488837 | recombinant Eya2, OMFP fluorescence dephosphorylation (OMFP is methylfluorescein phosphate) | actives 0.006% (n = 330,000); note: potency is the fitted concentration of half-maximal effect; % is set by controls: 0 for no effect and ±100 for the full control effect
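Eya2 (0.2 uM) preincubated 10 min at ambient with compound, then OMFP substrate added at 50 uM; 10 min reaction in 50 mM HEPES pH 7.5, 50 mM NaCl, 5 uM MgCl2, 0.05% BSA, 1 mM DTT. Fluorescence read at Ex 485/Em 525 nm.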
PKM2 act = increases activity of human pyruvate kinase M2; P14618; purified PKM2, Kinase-Glo ATP luminescence, activation; response scale: 0% is enzyme alone, no compound; Potency, µM (series often up to 57.5 µM), for the others: top-dose activation, most hits filed as activators; actives 0.34% (n = 260,000); AID 1631; note: potency is the fitted concentration of half-maximal effect; % is set by controls: 0 for no effect and ±100 for the full control effect; nearly all actives have a fitted effect of over 55% in size
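Kinase-Glo luminescence reports ATP generated from ADP (0.1 mM) and PEP (0.5 mM) by purified hPK-M2 after 1 h at room temperature, pH 7.2 imidazole buffer; intermediate enzyme activity allows detecting inhibitors and activators.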
MBNL1 CUG block = inhibitors of human MBNL1 binding to CUG repeat RNA | TR-FRET MBNL1-His/biotin-(CUG)12 binding, 665/545 ratio | actives 0.036% (n = 280,000) | Q9NR56 | Potency, µM (titrated, usually from 57.5 µM), for inactives: top-dose activity change, negative = inhibition, usual class: inhibitors; active = well fitted inhibition curve with a large enough effect in the signal ratio, with a control signal flat, not every such curve was filed as active; inconclusive = small, poorly fitted or top-dose-only effect, or effect the other way, or a change in a side signal; inactive = no such curve, though single readings can be large or run the other way; the % refers to the signal ratio; note: potency is the fitted concentration of half-maximal effect; % is set by controls: 0 for no effect and ±100 for the full control effect
Target sequence (Q9NR56 whole entry, looked up): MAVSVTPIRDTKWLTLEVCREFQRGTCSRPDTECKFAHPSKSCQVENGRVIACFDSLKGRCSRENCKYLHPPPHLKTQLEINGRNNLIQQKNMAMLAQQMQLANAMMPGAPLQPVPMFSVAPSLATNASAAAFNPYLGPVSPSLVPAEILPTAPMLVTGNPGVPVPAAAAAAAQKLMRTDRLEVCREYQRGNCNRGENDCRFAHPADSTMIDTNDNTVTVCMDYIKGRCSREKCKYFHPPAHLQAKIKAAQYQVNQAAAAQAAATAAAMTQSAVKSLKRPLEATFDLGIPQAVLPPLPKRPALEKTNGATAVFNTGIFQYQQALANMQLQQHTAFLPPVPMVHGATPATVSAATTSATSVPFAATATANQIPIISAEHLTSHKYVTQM
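MBNL1-His + Biotin-(CUG)12, cpd titration 92 nM–58 uM; Tb anti-His Ab 0.055 ng/ul, SA-XL665 5 nM (final); 60 min RT; ratiometric 665/545 nm, Ex 340 nm; normalized to buffer and full-complex controls.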
USP2a inh = inhibitors of human ubiquitin-specific protease USP2a | O75604 | USP2 core, Ub-CHOP2 coupled fluorogenic reporter, 485/531 | Potency, µM (doses to about 38.3 µM), without a hit: top-dose activity change, negative = inhibition, most hits filed as inhibitors | actives 0.01% (n = 330,000);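 note: potency is the fitted concentration of half-maximal effect; plate controls were DMSO wells for no effect and full inhibition by NEM control for full effect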
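Deubiquitinase activity read as fluorescence (485/531 nm) after Ub-CHOP2 cleavage activates the enterokinase reporter on its substrate; USP2 core 10nM, Ub-CHOP2 and substrate 25nM each, 30min compound preincubation then 60min RT; data normalized to NEM, curves fitted.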
GALK inh = blocks human galactokinase activity; P51570; Purified GALK, Kinase-Glo residual ATP luminescence; Potency, µM (titrated, usually from 57.5 µM), without a hit: top-dose activity change, negative = inhibition, most hits filed as inhibitors; actives 0.007% (n = 270,000); AID 1868; note: potency is the fitted concentration of half-maximal effect; % is set by controls: 0 for no effect and ±100 for the full control effect
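Galactose (100 uM) and ATP (35 uM) were turned over by 5 nM GALK for 1 h at RT. Kinase-Glo Plus then converted the remaining ATP into a luminescent signal.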
ASM inhibitor = human S-ASM enzyme inhibition | P17405 | placental ASM, HMU-PC fluorogenic substrate, 60 min | Potency, µM (top dose mostly 57.5 µM), inactives show top-dose activity change, negative = inhibition, most hits filed as inhibitors | actives 0.006% (n = 340,000); note: potency is the fitted concentration of half-maximal effect
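Steps: dispense placental human ASM, pin compound, wait 10 min at room temperature, add HMU-PC0 substrate at 9 uM final, incubate 60 min at 37 °C, add stop solution raising pH to 10, read fluorescence.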
Mito fusion yeast = inhibitors of mitochondrial division or activators of mitochondrial fusion; S. cerevisiae fusion-defective mutant growth rescue, CellTiterGlo 48 h; Potency, µM (titrated, usually from 46.1 µM), inactives show at the top dose growth rescue (activation), usual class: activators; actives 0.23% (n = 320,000); AID 485298;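 note: potency is the fitted concentration of half-maximal effect; % of control where 0% means no effect; nearly all actives have a fitted effect of over 45% in size; temperature-sensitive fusion mutants such as fzo1-1 at 37 °C on non-fermentable ethanol glycerol medium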
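Compounds are tested for their ability to restore growth of mitochondrial fusion-defective yeast strains at non-permissive 37C in YPEG medium over 48 hours. Viability is quantified by luciferase luminescence.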
Starred values were filed as active, the others as inactive; ? = inconclusive; · = no result given; [ ] = remark or other dose. Unless noted, calls come from the whole dose curve; as a rule, active = well fitted curve in the direction sought with a large enough effect; inconclusive = small, poorly fitted or top-dose-only effect, or another doubt; inactive = no such curve, though single readings can be large; an effect the other way counts as inactive or inconclusive.

SMILES	KCNH2 WT inh	Menin-MLL TR inh	Chronic BCR inh	TSHR antagonist	Eya2 phos inh	PKM2 act	MBNL1 CUG block	USP2a inh	GALK inh	ASM inhibitor	Mito fusion yeast
COCCN1CCN(Cc2cn[nH]c2-c2cc3ccccc3o2)CC1	1	6%	2%	-6	2%	-1%	-12%	-3%	-1%	3%	-6%
O=C(COc1ccccc1Cl)NCCCNC(=O)c1ccccn1	24	-1%	-16%	2	-5%	0%	-2%	2%	1%	4%	2%
O=C(CCC(=O)c1cccs1)OCC(=O)N1CCN(S(=O)(=O)c2ccccc2)CC1	-1	-9%	1%	-7	0%[15.4 µM]	23%	3%	2%	4%	1%	1%
O=C(NC1CCCC1)C1CC(=O)N(C2CCCCCCC2)C1 (configuration not stated)	0	·	5%	0	-9%	1%	-12%	2%	-2%	3%	3%
Oc1ccc(C2Nc3cccc4cccc(c34)N2)c(O)c1	1	?	-2%	-39	-2%	0%	27%	2%	-4%	-25%	1%
O=C(CCS(=O)(=O)c1ccc(Br)cc1)NC1CCCCCC1	0	15%	7%	17	-2%	1%[0.46 µM]	2%	3%	-1%	4%	-4%
CCCCC(=O)N/N=C/c1ccc(N2CCOCC2)c([N+](=O)[O-])c1	-3	0%	-1%	12	1%	0%	11%[11.5 µM]	4%	·	-9%	4%
CC(=O)NCCNc1ccc([N+](=O)[O-])cc1C#N	-4	5%	-9%	-10	-4%	-1%	·	0%	1%	-3%	-2%
Cn1c(CC(=O)Nc2ccccc2F)nnc1SCC(=O)N1CCOCC1	-4	·	-18%	20	-10%	-2%	3%	1%	-3%	5%	-1%
OC1CCN(Cc2ccc3ccccc3c2)CC1	7	-23%	-4%	2	-3%	-5%	2%	-1%	2%	3%	-2%
Cc1ccc(-n2ncc3ccccc3c2=O)cc1Cl	-12	-15%	0%	-9	-1%	1%	?	3%	-1%	1%	-1%
CN(CC(=O)Nc1ccc(F)cc1)CC(=O)NC1CCCCC1	-8	·	?	-8	-5%	·	·	2%	·	0%	-1%
Cc1nnc2ccc(-c3ccc(NS(=O)(=O)c4ccccc4)cc3)nn12	-8	·	-6%	-18	12%	·	·	1%	·	0%	-1%
COCCNc1nnc(SCC(=O)Nc2cc(-c3ccccc3)nn2-c2ccccc2)s1	1	14%	4%	-7	-7%	0%	-8%	3%	1%	·	-6%
CN(C)N=Nc1nc2c([nH]1)c(=O)n(C)c(=O)n2C	-6	·	?	6	6%	2%	5%	8%	-2%	4%	-4%
O=C1OCCN/C1=C\C(=O)c1ccccc1	4	·	?	0	-1%	5%	?	1%	-3%	4%	0%
O=C(NCCS(=O)(=O)N1CCN(c2ccc(F)cc2)CC1)c1ccc(Br)o1	9	3%	0%	5	-1%	·	2%	3%	1%	4%	0%
CC1CCCCN1S(=O)(=O)c1ccc(C(=O)Nc2ccccc2-c2nc3ccccc3[nH]2)cc1 (configuration not stated)	-4	·	8%	-30	-8%	5%	-10%	1%	0%	52%	4%
COc1ccc2nc(-c3cccc(N)c3)[nH]c2c1	8	?	?	-26	-21%	-53%	?	0%	4%	4%	-5%
CCCCCCC(=O)OCC(=O)c1ccc2c(c1)NC(=O)CO2	9	13%	?	-4	3%	·	19%	0%	0%	-3%	0%
O=C(CCC(=O)Nc1ccccc1Cl)NN=C1CCCC1	8	·	?	1	-9%	·	-3%	1%	-5%	0%	3%
Cc1nn(-c2ccccc2)cc1/C=N/NC(=O)c1cccs1	-2	·	11%	9	-1%	0%	3%	-1%	0%	0%	-2%
COc1cccc(NC(=O)Cn2cc(C#N)c3ccccc32)c1	-6	-17%	-3%	-12	0%	4%	17%	1%	-4%	-5%	-2%
O=C(NNC(=O)c1cncc(Br)c1)c1ccncc1	-9	·	?	-2	22%	·	·	2%	·	2%	-9%
O=C(O)c1ccccc1-c1ccccc1C(=O)Nc1cccc2ccccc12	-12	-14%	-8%	14	3%	-7%	7%	3%	-2%	0%	-1%
O=C1CC(Nc2ccc(N3CCOCC3)cc2)C(=O)N1c1ccccc1F (configuration not stated)	6	-18%	?	15	-12%	-11%	19%	-2%	1%	5%	-3%
COc1ccc(OC)c2[nH]c(=O)c(CCNC(=O)C3CCCCC3)cc12	1	22%	?	10	?	-5%	6%	4%	-2%	10%	-2%
O=C(c1ccc(CS(=O)Cc2ccc(Cl)cc2)o1)N1CCN(c2cccc(Cl)c2)CC1 (configuration not stated)	1	9%	?	-14	-6%	·	2%	-2%	1%	-12%	19%
O=C(CN(Cc1cccs1)C(=O)CNS(=O)(=O)c1ccc(Cl)cc1)NCc1ccco1	4	-1%	9%	-4	4%	2%	-1%	-1%	0%	4%	0%
CCc1noc(C)c1C(=O)Nc1nc2c(C)cccc2s1	1	·	?	-4	4%	·	·	0%	·	-5%	28%
Cc1ccc(S(=O)(=O)N(C)c2ccc(C(=O)N3CCC(C(N)=O)CC3)cc2)cc1	7	5%	·	·	·	-4%	-10%	·	3%	6%	-5%
CN(C)c1cc(N/N=C\c2ccccc2)nc(N(C)C)n1	-18	16%	?	-5	3%	6%	6%	0%	0%	1%	-4%
Clc1ccc(CN2CCCCCCC2)cc1	-1	1%	-5%	-9	-8%	2%	3%	5%	2%	5%	-3%
COC(=O)c1cnn(-c2cc(Oc3cccc(C)c3)ncn2)c1N	11	·	-9%	-13	2%	-2%	-4%	-1%	-2%	0%	-2%
CCN(CC)S(=O)(=O)c1ccc(NC(=O)COC(=O)CCc2cc(OC)c(OC)c(OC)c2)cc1	-4	-11%	-19%	-8	-5%	8%	-3%	0%	0%	4%	2%
Cc1ccccc1CN(C)C(=O)COC(=O)c1ccc2[nH]c(C)c(C)c2c1	12	·	?	13	4%	·	·	-16%	·	-6%	·
CCCCCCn1c(C(C)NC(=O)c2ccco2)nc2ccccc21 (configuration not stated)	6	?	4%	-6	-3%	0%	2%	-1%	-3%	9%	5%
C=CCn1c(=N)n(CC(=O)O)c2ccccc21	1	7%	5%	-3	-7%	0%	-1%	-2%	-1%	0%	-2%
CC(=O)Nc1ccc2c(c1)NC(=O)CC2	7	-6%	0%	-1	-1%	4%	0%	-1%	4%	-1%	-8%
O=C(CNC(=S)N(Cc1ccccc1F)C1CCCCC1)NCCCN1CCOCC1	6	-5%	2%	7	4%	-5%	-2%	2%	8%	1%	-7%
CC(C)(C)N1C(=O)[C@H]2[C@@H](c3ccc(Br)cc3)N3C(=O)N(c4ccc(Br)cc4)C(=O)[C@@]3(Cc3ccccc3)[C@H]2C1=O	-15	1%	?	-4	-2%	1%	-1%	-8%	·	2%	6%
O=C(c1ccc(Cn2c(=S)[nH]c3ccc(Br)cc3c2=O)cc1)N1CCN(C2CCCCC2)CC1	2	-14%	?	7	22%	-2%	9%	2%	-1%	-8%	0%
CCc1ccc(/C=N/n2c(COc3ccccc3)n[nH]c2=S)cc1	-6	9%	-2%	-7	-4%	·	0%	-6%	-2%	-17%	3%
O=C(Nc1ccncc1)c1ccc(F)cc1	-12	-5%	?	4	16%	-6%	-20%	7%	2%	6%	-1%
CS(=O)(=O)NCc1ccc(C(=O)O)cc1	2	4%	1%	-1	3%	-2%	-4%	0%	-1%	4%	1%
CCOC(=O)N1CCN(C(=O)c2ccc(S(=O)(=O)Nc3ccc(C)cc3)cc2)CC1	17	·	0%	-18	-1%	·	·	4%	·	-3%	·
Cc1cccc(NC(=S)N=Nc2c(O)n(C)c3ccc(S(=O)(=O)N4CCOCC4)cc23)c1	1	?	?	-7	-3%	0%	?	3%	·	-17%	3%
CN(CC(=O)Nc1ccc(F)cc1)CC(=O)Nc1ccc(F)c(F)c1F	-5	16%	-1%	0	-4%	-1%	-4%	4%	15%	-5%	7%

A portion of the library, so the mix of outcomes need not match the whole.
